# PPARg SRC-2 ag = agonists of PPARg-SRC-2 recruitment, primary screen, biochemical, HTS. PPARgamma LBD-SRC-2 recruitment. activation, % at 8 µM. 200,000 tested, 0.34% active. AID 1032, 2008; in the data active = activation above about 22%;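 also: 0% = vehicle and 100% = reference agonist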
# Target sequence (P37231 whole entry, looked up, the tested form may be a part): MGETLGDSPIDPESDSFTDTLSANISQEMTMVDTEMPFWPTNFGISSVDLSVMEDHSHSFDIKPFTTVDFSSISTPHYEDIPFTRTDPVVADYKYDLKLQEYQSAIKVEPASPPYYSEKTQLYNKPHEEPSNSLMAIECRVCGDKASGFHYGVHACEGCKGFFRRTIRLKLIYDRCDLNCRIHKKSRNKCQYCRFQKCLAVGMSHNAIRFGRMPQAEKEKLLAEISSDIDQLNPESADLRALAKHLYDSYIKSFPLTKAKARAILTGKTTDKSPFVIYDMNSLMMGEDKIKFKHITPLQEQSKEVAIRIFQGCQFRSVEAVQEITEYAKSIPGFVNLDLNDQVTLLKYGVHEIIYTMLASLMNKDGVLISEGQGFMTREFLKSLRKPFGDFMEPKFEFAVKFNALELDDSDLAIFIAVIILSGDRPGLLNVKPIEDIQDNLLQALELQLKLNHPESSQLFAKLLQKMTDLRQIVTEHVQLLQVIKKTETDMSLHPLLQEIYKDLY
# SRC2 TRFRET art = TR-FRET signal artefacts, primary screen, artefact control for PPARgamma SRC-2 agonist project, biochemical; TR-FRET ratio at 8 µM; 200,000 tested, 0.4% active; TR-FRET artefact counter-screen; stronger effect = higher value; in the data active = TR-FRET ratio above about 2000; also: inactives centre near 1500
# bIAP inhibitor = bovine intestinal alkaline phosphatase inhibitors, primary screen, selectivity assay for TNAP inhibitor project, biochemical, bovine IAP, CDP-star luminescence; alkaline phosphatase, intestinal [Bos taurus]; purified bovine IAP, 30 min; inhibition, % at 20 µM; 190,000 tested, under 10 active; AID 1019, 2008;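 active = over 50% inhibition of intestinal alkaline phosphatase at 20 µM in the single-dose screen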
#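 System: purified bovine intestinal alkaline phosphatase (IAP) enzyme; Input: IAP diluted 1/65,000,000 in the well; Measured by: CDP-star luminescence signal; Compound dosing: 20 µM single dose; Incubation: 30 min reaction at room temperature.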
# bIAP act = bovine intestinal alkaline phosphatase activators, primary screen, biochemical, bovine IAP, CDP-star luminescence; alkaline phosphatase, intestinal [Bos taurus]; activation factor at 20 µM; 200,000 tested, 0.17% active; purified bovine IAP, 30 min; stronger effect = higher value; fold of DMSO-control signal, blank-subtracted;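 active = activation factor of 2 or more at 20 µM, a signal rise over negative controls twice the positive control's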
# TLR4 MyD88 comp = inhibitors of TLR4-MyD88 association in cells, primary screen, cell-based, HeLa CL3-4, BLA complementation, FRET ratio | Toll-like receptor 4 (Homo sapiens) + Myeloid differentiation primary response protein … | HeLa CL3-4 TLR4/MyD88 BLA complementation | inhibition, % at 8.4 µM | 200,000 tested, 0.18% active | AID 861, 2007; in the data active = inhibition above about 25%;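 also: 0% = vehicle and 100% = reference inhibitor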
# Lmaj promast = Leishmania major promastigote growth inhibition, primary screen | inhibition, % at 10 µM | Leishmania major promastigotes, resazurin fluorescence viability | AID 1063, 2008 | 200,000 tested, 9% active; in the data active = inhibition above about 50%;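 also: promastigotes grown with compound for 44 hours at 28 °C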
# PPARg SRC1 recr = PPARgamma agonists recruiting SRC-1 coactivator, primary screen, biochemical. Peroxisome proliferator-activated receptor gamma (Homo sapiens), P37231. PPARgamma-SRC-1 coactivator recruitment biochemical assay. activation, % at 8 µM. 200,000 tested, 0.41% active. AID 631, 2007; in the data active = activation above about 19%;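 also: 0% = DMSO and 100% = reference agonist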
# ROMK mod = ROMK potassium channel modulators, primary screen, cell-based, thallium flux, MLSMR library; AID 1918, 2009; Tet-inducible ROMK, thallium flux fluorescence; actives lie on both sides; ATP-sensitive inward rectifier potassium channel 1 (Homo sapiens), P48048; B-score at 10 µM; 130,000 tested, 2% active;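 active = signal ratio slope over the read window, or its plate-corrected B-score, at least 3 SD from the plate mean, either direction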;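 also: B-score of the F/F0 ratio slope over 7 to 12 s after thallium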
# Target sequence (P48048 whole entry, looked up): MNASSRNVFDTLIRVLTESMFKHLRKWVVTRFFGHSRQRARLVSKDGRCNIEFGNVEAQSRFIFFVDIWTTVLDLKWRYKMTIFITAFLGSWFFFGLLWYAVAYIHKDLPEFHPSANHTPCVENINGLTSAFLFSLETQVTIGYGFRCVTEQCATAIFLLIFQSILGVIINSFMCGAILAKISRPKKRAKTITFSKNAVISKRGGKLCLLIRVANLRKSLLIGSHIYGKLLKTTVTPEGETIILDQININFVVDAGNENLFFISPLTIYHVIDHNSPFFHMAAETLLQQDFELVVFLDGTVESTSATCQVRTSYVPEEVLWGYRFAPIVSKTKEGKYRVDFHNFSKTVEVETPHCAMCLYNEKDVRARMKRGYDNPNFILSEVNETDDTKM
# S1P3 antagonist = S1P3 receptor antagonists, primary screen, cell-based | Sphingosine 1-phosphate receptor 3 (Homo sapiens), Q99500 | CHO S1P3 NFAT-BLA reporter, FRET fluorescence, antagonist mode | inhibition, % at 4.98 µM | AID 485, 2006 | 170,000 tested, 0.27% active;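 active = inhibition above the plate cutoff, the mean inhibition of test wells on that plate plus 3 SD, cut at about 28% in these data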;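 also: cells challenged with S1P at its EC80 of 0.8 µM; blue over green emission ratio from cleaved BLA substrate after 4 h stimulation; 0% = S1P-stimulated wells and 100% = unstimulated DMSO-only wells; some compounds past the cut are filed as inactive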
# PPARg SRC3 recr = PPARgamma agonists recruiting SRC-3 coactivator, primary screen, biochemical; Peroxisome proliferator-activated receptor gamma (Homo sapiens), P37231; biochemical PPARgamma/SRC-3 coactivator recruitment assay; activation, % at 8 µM; 200,000 tested, 0.26% active; in the data active = activation above about 23%;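 also: 0% = DMSO and 100% = reference agonist; some compounds past the cut are filed as inactive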
# DTT redox prof = compounds producing H2O2 with reducing agent – biochemical, NIH compound library profiling, artefact control for MLSCN library redox annotation, primary screen. 200,000 tested, 0.03% active. activation, % at 10 µM. DTT-dependent redox cycling H2O2, phenol red/HRP absorbance; 100% = 100 µM peroxide control, 0% = buffer;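 active = activation of at least 50% relative to the plate's high and low controls in the primary single-dose screen; inactive = activation below 50%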;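 also: compound incubated with DTT at 0.8 mM final as the reducing agent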
# * marks the source's active call; other numbers are inactive results; · = not tested or not shown.
no.	mol	PPARg SRC3 recr	TLR4 MyD88 comp	bIAP act	S1P3 antagonist	PPARg SRC1 recr	bIAP inhibitor
1	O=C(Nc1nnc(C2CCCO2)s1)c1ccc(Br)cc1 (stereo not given)	4.2	-1.9	0.9	·	6.8	13.9
2	Cn1cc(Cl)c(C(=O)OCC(=O)Nc2ccccc2)n1	-8.0	2.0	0.9	·	-8.6	11.0
3	COc1ccc2cc(OC)c(C(=O)N3CCOCC3)cc2c1	4.5	-0.8	1	-4.2	-0.7	3.2
4	CCN(CC)C(=O)c1ccc(N)cc1	2.4	-10.4	1.1	-8.9	7.4	-9.0
5	Cc1c(C(=O)C(=O)N2c3ccccc3CC2C)c2ccccc2n1C (stereo not given)	6.1	1.6	1.1	14.9	8.3	-11.8
6	c1ccc(Nc2nc(N3CCOCC3)nc(N3CCOCC3)n2)cc1	3.8	-4.2	1.1	-28.6	0.2	-14.8
7	O=C(Nc1ccc(Br)cc1)c1ccc(F)c(S(=O)(=O)N2CCN(c3ccccn3)CC2)c1	-3.2	-1.7	1	1.6	9.5	0.4
8	Cn1c(SCC(=O)Nc2nc3ccccc3s2)nnc1-c1ccccc1	-1.8	9.2	0.7	·	-1.1	25.3
9	CCc1cccc(CC)c1NC(=O)CSc1nc2ccc(N3C(=O)C4C(C3=O)[C@H]3C=C[C@@H]4C3)cc2s1 (stereo not given in full)	0.4	0.4	0.9	-6.7	-3.5	6.0
10	CCCn1c(N)c(N2CCCCC2)c(=O)n(CC(=O)Nc2ccccc2)c1=O	7.6	7.6	0.9	·	5.5	6.3
11	C=CCn1cnc2c(nnn2-c2cc(C)cc(C)c2)c1=O	-3.0	-4.4	1	3.5	-2.1	-0.3
12	CC(=O)Nc1ccc(S(=O)(=O)NNC2=NS(=O)(=O)c3ccccc32)cc1	-2.3	1.6	1	-1.6	3.2	-2.3
13	COc1cccc(CNC(=O)c2cc3c(C)nc4ccccc4c3o2)c1	-9.9	2.3	1	·	4.6	-0.7
14	CCSc1nnc(-c2ccc(OC)cc2)o1	4.4	15.1	1	-28.7	-0.7	0.3
15	COc1ccccc1NC(=O)CNC(=O)c1ccccc1	2.1	-3.5	0.9	8.5	6.1	13.8

no.	ROMK mod	DTT redox prof	SRC2 TRFRET art	PPARg SRC-2 ag	Lmaj promast
1	·	0.1	1722	4.9	-2.4
2	0.0356	0.3	1548	-1.9	-1.7
3	0.24	-0.6	1634	-3.9	-8.7
4	1.18	-0.1	1599	10.8	-8.6
5	-0.0773	-1.4	1523	13.4	0.7
6	-0.513	1.6	1536	-3.9	-0.5
7	0.084	6.9	1683	-7.2	24.8
8	-0.963	-0.2	1589	-1.8	11.0
9	·	0.4	1599	-9.4	2.1
10	0.45	-0.6	1538	14.7	-2.8
11	·	0.0	1431	8.2	-6.1
12	0.336	0.6	1586	13.6	-9.1
13	·	-1.1	1425	-4.9	18.9
14	·	0.9	1624	11.8	3.5
15	·	-0.4	1502	5.5	-3.9

# Record cards, as listed above. Values in the order: PPARg SRC3 recr	TLR4 MyD88 comp	bIAP act	S1P3 antagonist	PPARg SRC1 recr	bIAP inhibitor	ROMK mod	DTT redox prof	SRC2 TRFRET art	PPARg SRC-2 ag	Lmaj promast
# Results for Cn1c(SCC(=O)Nc2nc3ccccc3s2)nnc1-c1ccccc1 → -1.8	9.2	0.7	·	-1.1	25.3	-0.963	-0.2	1589	-1.8	11.0
# Results for CCN(CC)C(=O)c1ccc(N)cc1 → 2.4	-10.4	1.1	-8.9	7.4	-9.0	1.18	-0.1	1599	10.8	-8.6
# Results for c1ccc(Nc2nc(N3CCOCC3)nc(N3CCOCC3)n2)cc1 → 3.8	-4.2	1.1	-28.6	0.2	-14.8	-0.513	1.6	1536	-3.9	-0.5
# Results for COc1cccc(CNC(=O)c2cc3c(C)nc4ccccc4c3o2)c1 → -9.9	2.3	1	·	4.6	-0.7	·	-1.1	1425	-4.9	18.9
# Results for COc1ccccc1NC(=O)CNC(=O)c1ccccc1 → 2.1	-3.5	0.9	8.5	6.1	13.8	·	-0.4	1502	5.5	-3.9

# The list continues:
no.	mol	PPARg SRC3 recr	TLR4 MyD88 comp	bIAP act	S1P3 antagonist	PPARg SRC1 recr	bIAP inhibitor
16	Cc1sc2ncnc(SCC(=O)N(C(C)C)C(C)C)c2c1C	-0.2	4.2	0.9	-2.7	-1.9	6.3
17	CC(=O)N(C)c1ccc(NS(=O)(=O)c2cc(Cl)ccc2Cl)cc1	0.4	6.5	1	-13.2	-3.2	0.3
18	CCn1c(COc2cccc(C)c2)nnc1SCC(=O)Nc1cccc(C(=O)OC)c1	-8.2	-2.8	0.9	-29.4	0.2	11.0
19	O=[N+]([O-])c1ccc(/C=C2\CCC(C3=CCCC3)=C2N2CCOCC2)cc1	1.6	-2.8	0.9	-1.6	-2.1	5.7
20	O=S(=O)([O-])CCC[N+]1(CC#Cc2ccccc2)CCCCC1	0.6	-3.0	1.1	-11.5	10.5	-5.3
21	COC(=O)c1ccc(COc2ccc(C=O)cc2OC)o1	2.6	5.7	1	4.4	6.4	-4.0
22	CC(=O)c1ccc(Nc2ccc(-c3ccccc3F)nn2)cc1	6.1	0.5	1	1.8	9.5	4.5
23	COc1ccccc1-c1cc(C(F)(F)F)nc(S(=O)(=O)CCCC(=O)NC(C)C)n1	-3.1	-2.3	0.9	0.8	6.0	10.0
24	O=C(Oc1cccc(OC(=O)N2CCCCC2)c1)N1CCCCC1	-4.6	-1.8	1	-6.0	-4.2	1.3
25	Cc1cccc(N=C2NC(=O)/C(=C/C=C/c3ccco3)S2)c1	0.3	3.1	0.7	-0.2	5.6	33.5
26	Cc1ccc(Nc2cnn(C34CC5CC(CC(CC(=O)O)(C5)C3)C4)c(=O)c2Cl)cc1C	6.0	-7.0	1.1	·	4.1	-6.3
27	CCCNC(=O)CN(c1ccc(F)cc1)S(=O)(=O)c1ccc2c(c1)OCCO2	0.1	0.8	1	·	2.4	4.6
28	Cc1occc1C(=O)N/N=C/c1cccs1	-6.2	4.4	0.9	·	3.9	9.9
29	CN(C(=O)COc1ccccc1)c1nc(-c2ccc(F)cc2)cs1	0.6	4.5	0.9	1.9	6.1	12.4
30	CCC(=O)Nc1ccc(C(=O)CSc2nc3ccccc3[nH]2)cc1	1.4	-3.3	1	3.3	-1.0	4.9

no.	ROMK mod	DTT redox prof	SRC2 TRFRET art	PPARg SRC-2 ag	Lmaj promast
16	0.0661	-0.1	1393	-6.7	2.7
17	-0.189	0.0	1450	-5.7	1.2
18	-1.11	4.8	1650	7.2	14.7
19	·	1.5	1468	-0.7	0.1
20	0.408	-2.0	1582	3.5	-1.9
21	-0.0528	-1.3	1509	0.8	-1.4
22	-0.0895	-0.2	1533	10.6	0.9
23	-1.18	2.6	1702	-1.3	89.1*
24	·	-0.2	1477	1.7	14.4
25	·	0.6	1709	4.7	6.5
26	0.689	0.0	1434	8.9	-3.9
27	·	2.2	1419	-5.0	15.5
28	·	2.3	1441	-3.6	-5.8
29	0.204	0.3	1521	3.1	-6.5
30	0.117	-0.1	1596	6.4	-3.5

# Next section.
no.	mol	PPARg SRC3 recr	TLR4 MyD88 comp	bIAP act	S1P3 antagonist	PPARg SRC1 recr	bIAP inhibitor
31	O=C(COc1ccc(F)cc1Br)N1CCN(c2ncccn2)CC1	-3.5	-7.3	1.1	2.2	2.0	-8.5
32	CSc1nc2c(c(=O)n1-c1ccc(C)cc1)SCC2	8.9	-10.3	0.9	·	3.3	5.6
33	C=CCSc1nc2c(cc1C#N)CCC2	-1.0	15.7	0.8	-1.8	-5.5	20.3
34	COc1ccc(C2CC23N=C(c2ccccc2)OC3=O)cc1 (stereo not given)	1.1	-16.2	0.8	-3.8	11.1	24.0
35	Cc1cccc2cc(CN(Cc3nnnn3Cc3ccccc3)C3CCCC3)c(=O)[nH]c12	-1.9	-8.1	1	-228.2	3.2	1.3
36	CCCOC(=O)c1c(NC(=O)CCCn2nc([N+](=O)[O-])c(Cl)c2C)sc(C(=O)OC)c1C	4.8	-5.7	0.9	10.3	3.4	9.9
37	O=C(c1ccc([N+](=O)[O-])cc1[N+](=O)[O-])N1CCCC1	4.5	2.8	1	-5.9	2.1	-0.2
38	CC(C)COCc1ccc(O)c2ncccc12	0.5	-7.7	0.9	-7.5	7.7	14.1
39	CC(=O)Nc1ccc(S(=O)(=O)NCCC(=O)Nc2ccc(C)c(Cl)c2)cc1	4.3	-11.0	1	1.4	5.8	0.5
40	Cc1cc(C(=O)NCc2ccc(C(=O)O)o2)c(C)o1	-5.7	-11.2	0.7	·	-4.6	28.8
41	O=C(Cn1cnc2c(oc3ccccc32)c1=O)c1ccccc1	-1.9	12.8	0.9	10.0	-1.8	5.7
42	CCOC(=O)c1cc2sccc2n1CC(=O)O	12.3	-8.0	1	·	-0.6	2.7
43	CCOC(=O)N1CCC(N2Cc3cccc(C(=O)N4CCN(c5cccc(Cl)c5)CC4)c3C2=O)CC1	3.6	10.1	1	-12.3	-2.8	2.5
44	Cc1cc(NC(=O)CSc2nnc(C3CC3)n2N)c([N+](=O)[O-])cc1C	0.9	11.6	0.9	-3.1	5.8	7.1
45	CC(C)(C)c1ccc(C(=O)NC(=S)Nc2nc3c(s2)CCCC3)cc1	-4.9	-12.3	1	-20.6	-6.2	4.8

no.	ROMK mod	DTT redox prof	SRC2 TRFRET art	PPARg SRC-2 ag	Lmaj promast
31	-0.112	-1.3	1586	-6.4	1.2
32	·	-2.8	1601	8.7	7.2
33	·	3.4	1570	-0.9	-1.7
34	·	-0.5	1459	-4.0	-2.5
35	-4.07*	1.9	1404	0.5	36.7
36	0.837	-1.1	1672	-0.7	6.2
37	0.318	-0.2	1383	-10.2	-2.2
38	-1.17	-1.4	1663	1.9	100.3*
39	-0.927	-0.4	1554	-0.1	2.6
40	0.593	0.0	1465	4.5	-5.0
41	-0.0982	1.3	1577	5.1	12.5
42	-2.38	0.3	1415	-5.1	-3.4
43	-0.624	0.0	1409	-1.3	10.3
44	0.362	0.3	1509	8.4	-4.5
45	0.95	-0.1	1457	-6.9	67.4*

# 2 compounds from above, limited to PPARg SRC-2 ag and S1P3 antagonist.
item | compound | PPARg SRC-2 ag | S1P3 antagonist
10 | CCCn1c(N)c(N2CCCCC2)c(=O)n(CC(=O)Nc2ccccc2)c1=O | 14.7 | ·
11 | C=CCn1cnc2c(nnn2-c2cc(C)cc(C)c2)c1=O | 8.2 | 3.5
